# AID2073 = inhibitors of Mint1-CaV2.2 protein interaction, biochemical, HTRF (AID 2073) | HTRF protein-protein interaction, Mint1-CaV2.2; higher % means a stronger effect | inhibition, % at 20 µM; hits with a dose series show IC50 in µM | 290,000 compounds, 0.19% hits; in the data active = inhibition mostly above about 51%, no sharp cut-off; inconclusive = no clear call, values can overlap the other calls; inactive = mostly below about 53%; note: some results filed as inactive read as strong as hits
# KOR beta-arrestin-1 = kappa opioid receptor activators – cell-based, luminescence, uHTS, primary screen (AID 1777); KOR beta-arrestin recruitment, luminescence; higher % means a stronger effect; 280,000 compounds, 0.02% hits; one-dose activation, % at 10 µM; EC50 in µM for titrated hits; in the data active = activation above about 50%, passing the limit was not always enough; note: a part of the inactive calls stands beside numbers as strong as those of hits
# NOD2 inhibition = inhibition of NOD2-driven NF-kB reporter – cell-based, luminescence, uHTS, HEK293 (AID 1566); inhibition, % at 4 µM; hits with a dose series show EC50 in µM; 290,000 compounds, 0.63% hits; HEK293 NOD2/NF-kB luciferase reporter, luminescence; higher % means a stronger effect; note: many of its hits are not listed in these tables
# Dynein transport = blocks dynein driven cargo transport along microtubules; 3617.4 mouse cells, GR-EGFP nuclear translocation imaging; test concentration mostly 20 µM; stimulated with dexamethasone, 1 µM; active compounds read low; z-score, hits read low; 220,000 compounds, 0.47% hits; AID 1381;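 active = plate z-score of nuclear minus cytoplasmic receptor signal below a set negative limit, without overly bright fluorescence or cell loss, cut at about -3.5 in these data, passing the limit was not always enough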;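 note: z-score of nuclear minus cytoplasmic ring GR-EGFP intensity difference per well; some compounds called inactive have numbers as strong as hits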
#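 Buffer or medium: tet-free, stripped-serum medium; Also added: dexamethasone, 1.0 µM final; Technique: high-content fluorescence imaging after fixation; Times: 48 h induction, 1 h compound, 30 min dex at 37 °C; Read-out: per-cell GR-EGFP intensity, nucleus versus surrounding cytoplasmic ring, well-averaged.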
# KOR beta-arrestin-2 = KOR antagonists, beta-arrestin recruitment, cell-based, luminescence, uHTS (AID 1778). KOR beta-arrestin recruitment, luminescence, antagonist mode; higher % means a stronger effect. one-dose inhibition, % at 10 µM; IC50 in µM for titrated hits. 290,000 compounds, 0.091% hits; note: strong numbers were not always called active
# GPR55 activation = selective activators of receptor GPR55 – imaging, U2OS cells, beta-arrestin-GFP redistribution, primary screen (AID 1961) | U2OS GPR55 beta-arrestin-GFP redistribution imaging; higher % means a stronger effect | one-dose activation, % at 10 µM; EC50 in µM for titrated hits | 290,000 compounds, 0.048% hits;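 active = activation above 40% with more than 50 cells counted in the well; inconclusive = wells holding fewer than 50 cells, flagged as toxic or sparse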;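 note: U2OS osteosarcoma cells stably expressing GPR55 and beta-arrestin-GFP; plate controls were DMSO negative control for no effect and LPI positive control for full effect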
# P. falciparum M17LAP = P. falciparum M17LAP inhibitors, primary screen, biochemical, fluorogenic H-Leu-NHMec substrate, 1536-well (AID 1619). recombinant M17LAP, H-Leu-NHMec fluorogenic kinetic assay; higher % means a stronger effect. 220,000 compounds, 0.38% hits. one-dose inhibition, % at 30 µM; IC50 in µM for titrated hits;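 active = compound inhibiting the enzyme by more than half at any dose during confirmatory dose-response retesting; inconclusive = strong single-dose inhibitors picked by rank but not retested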;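 note: plate controls were full reaction with DMSO carrier for no effect and no enzyme background for full effect; strong numbers were not always called active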
# NOD1 inhibition = NOD1 signaling inhibitors, primary screen, cell-based, luminescence, uHTS (AID 1578); 290,000 compounds, 1% hits; one-dose inhibition, % at 4 µM; EC50 in µM for titrated hits; NOD1-driven NF-kB luciferase reporter cells, luminescence; higher % means a stronger effect; in the data active = inhibition mostly above about 36%, no sharp cut-off; inactive = mostly below about 34%;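 note: HEK-293T reporter cells stimulated with the NOD1 agonist gamma-tri-DAP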
# M1AAP inhibition = P. falciparum M1AAP inhibitors, biochemical, fluorogenic H-Leu-NHMec substrate, 1536-well (AID 1445); recombinant M1AAP, H-Leu-NHMec fluorogenic kinetic assay; higher % means a stronger effect; 220,000 compounds, 0.42% hits; one-dose inhibition, % at 30 µM; IC50 in µM for titrated hits;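 active = primary inhibition above the hit cutoff, then over 50% inhibition at one or more dose response concentrations, cut at about 23% in these data, passing the limit was not always enough; inconclusive = conflicting primary data, or primary hits not chosen for dose response; inactive = low primary inhibition, or under 50% at every dose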;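 note: plate controls were DMSO full reaction for no effect and no enzyme background for full effect; strong numbers were not always called active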
# Dynein transport cytoplasmic EGFP = further read-out of Dynein transport, marked with its call; z-score; measured here: cytoplasmic GR-EGFP intensity; active compounds read high
# Dynein transport nuclear GR-EGFP = also measured in Dynein transport; calls as there; z-score; measured here: nuclear GR-EGFP intensity;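 lower value marks the stronger effect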
# Dynein transport cell count = further read-out of Dynein transport, marked with its call; z-score; measured here: cell count per field
# * marks the source's active call; other numbers are inactive results; ? = inconclusive; · = not tested or not shown; [ ] = remark or other dose. Cut-off read from the data, not from the text of the source, unless noted: active = inhibition above about 50%; inactive = the rest.
SMILES,AID2073,KOR beta-arrestin-1,NOD2 inhibition,Dynein transport,Dynein transport cytoplasmic EGFP,Dynein transport nuclear GR-EGFP,Dynein transport cell count,KOR beta-arrestin-2,GPR55 activation,P. falciparum M17LAP,NOD1 inhibition,M1AAP inhibition
COc1cccc(C(=O)NC(=S)N2CCN(c3ccc(C(F)(F)F)cc3[N+](=O)[O-])CC2)c1,-16%,1.5%,-6%,-0.2,-0.19,0.073,-0.046,-1%,0.0%,3%,32%,0%
COC(=O)c1cc(S(=O)(=O)NCC2CCN(Cc3cc(C)ccc3C)CC2)cn1C,12%,9.1%,16%,·,·,·,·,-7%,-0.2%,·,-16%,·
CCn1cc(S(=O)(=O)Nc2nc3ccc(OC)cc3s2)cn1,-5%,2.0%,-2%,·,·,·,·,18%,0.0%,·,-62%,·
O=C(NCc1cccc(C(F)(F)F)c1)c1cccc(S(=O)(=O)N2CCN(Cc3ccccc3)CC2)c1,7%,3.6%,39%,·,·,·,·,-14%,0.0%,·,-8%,·
CC(=O)N1c2ccc(S(=O)(=O)N3CCC(C(=O)N4CC(C)CC(C)C4)CC3)cc2CC1C (centres undefined),-2%,2.6%,5%,·,·,·,·,-3%,-0.1%,·,-17%,·
CCS(=O)(=O)N1CCC(C(=O)NCCCN2CCC(Cc3ccccc3)CC2)CC1,6%,-2.7%,-4%,1.4,-0.3,0.21,0.24,-4%,0.0%,2%,7%,9%
CC(=O)CCc1ccc(OCC(O)CNC2CCCc3ccccc32)cc1 (centres undefined),6%,0.0%,-2%,-0.26,-0.29,-0.33,0.3,21%,0.4%,-7%,-26%,0%
Cc1nn(CC(O)COc2ccc3c(c2)CCC3)c(C)c1C (centres undefined),-7%,-3.9%,-11%,-1.5,-0.29,-0.59,0.68,44%,0.2%,-1%,-29%,3%
Cc1cccc(/C=N/NC(=O)CNc2cccc3ccccc23)n1,7%,-0.9%,-5%,0.25,-0.11,0.32,-0.69,-3%,-0.1%,-12%,-16%,7%
Clc1ccc(-c2nc(-c3cc4cc(Cl)ccc4o3)cs2)cc1,42%,-5.1%,20%,-0.53,-0.77,-0.59,-0.19,14%,-0.1%,7%,-4%,2%
CCCCOc1ccc(N2CC(C(=O)NCCc3ccc(OC)c(OC)c3)CC2=O)cc1 (centres undefined),-8%,-0.8%,-7%,-0.57,-0.35,-0.36,0.93,-9%,0.5%,2%,-17%,-3%
COc1ccccc1NS(=O)(=O)c1cc(C(=O)NCc2ccco2)ccc1C,-4%,-3.3%,14%,-0.49,-0.17,0.059,0.11,-22%,0.2%,0%,-63%,9%
Cc1cc(Cl)ccc1OCC(=O)NC1CCCC1,-4%,2.1%,14%,-0.86,0.094,-0.36,0.42,-9%,-0.1%,5%,15%,-4%
N#Cc1c(N)c(C(=O)c2ccccc2)n2c1CCCC2,?,-1.5%,12%,1,-0.23,0.66,-0.92,36%,-0.2%,8%,-23%,7%
Cc1ccccc1C(=O)NNC(=O)Cc1ccccc1,8%,1.2%,8%,0.12,-0.21,0.0094,0.75,-7%,0.1%,-2%,-2%,0%
Fc1ccc(COc2cccc3cccnc23)cc1,6%,-0.8%,-59%,0.39,-0.35,0.88,-0.33,8%[20 µM],-0.1%,1%,-48%,-2%
N#Cc1c(-c2ccccc2)nc(SCC(=O)Nc2nnc(C(F)(F)F)s2)[nH]c1=O,13%,9.8%,26%,-0.48,-0.25,-0.48,1.1,-5%,-0.3%,53%,-26%,18%
CCn1nc(C)c(C(=O)Nc2cc(Oc3cc(C)cc(C)c3)cc([N+](=O)[O-])c2)c1C,16%,6.5%,·,-0.66,-0.093,0.011,0.24,-11%,-0.1%,-11%,·,2%
O=C(Nc1cccc(-c2cnc3ccccc3n2)c1)C1CC(=O)N(c2ccccc2)C1 (centres undefined),4%,1.1%,15%,·,·,·,·,-12%,0.3%,·,-20%,·
Cc1cc(C)c2nc(NNC(=O)c3ccc(S(=O)(=O)N4CC(C)CC(C)C4)cc3)sc2c1 (centres undefined),34%,0.5%,3%,0.13,-0.28,1,-0.13,0%,-0.2%,-5%,15%,-9%
CCCOc1ccc(C(=O)Nc2ccc(S(=O)(=O)N3CCN(C)CC3)cc2)cc1,-6%,-4.2%,26%,·,·,·,·,16%[20 µM],0.3%,·,4%,·
CCOC(=O)c1nc(NCc2cccnc2)c2ccccc2n1,-2%,-5.2%,7%,0.47,-0.25,0.61,0.47,21%,-0.3%,-1%,-23%,8%
CN(NC(=O)c1ccccc1)c1nc2ccccc2nc1C(F)(F)F,1%,-5.9%,-5%,-0.78,-0.16,-0.59,-0.46,10%,-0.4%,1%,-2%,10%
N#CC1(Cc2ccccc2Cl)c2ccccc2C=CN1C(=O)c1ccccc1 (centres undefined),-1%,-3.5%,9%,2.2,-0.01,1.4,-1.5,-21%,0.2%,1%,40%,9%
COc1cc(Cl)c(CN2CCC(CO)(CCOc3ccccc3)CC2)cc1OC,2%,-4.8%,16%,·,·,·,·,-45%[20 µM],1.0%,·,-15%,·
Cc1cccc(NC(=S)NCC(c2cccnc2)N(C)C)c1C (centres undefined),10%,19%,-5%,0.31,-0.23,0.45,-0.15,-10%,0.6%,-1%,20%,6%
CCOC(=O)N1CCN(C(=O)c2cccc(F)c2)CC1,-2%,·,12%,-0.23,-0.31,-0.12,0.36,6%[20 µM],-0.1%,6%,-44%,8%
N/C(COc1cc(Cl)cc(Cl)c1)=N\O,2%,8.1%,-10%,-0.068,-0.23,0.38,0.25,-16%,0.2%,-9%,10%,-1%
C=CCC1(O)C(=O)N2C(=C1C(=O)OCC)c1ccc3ccccc3c1CC2(C)C (centres undefined),6%,-0.4%,17%,-1.4,-0.15,-1,0.89,-4%,-0.1%,-3%,-7%,13%
O=S(=O)(c1ccc2c(c1)CCCN2)N1CCCC2CCCCC21 (centres undefined),-2%,-3.2%,10%,-0.81,-0.12,-0.52,0.44,16%,-0.1%,-3%,8%,0%
Cn1cc(C(=O)N/N=C/c2cccc([N+](=O)[O-])c2)c2ccccc21,10%,0.3%,18%,-0.54,-0.25,-0.2,1,13%,-0.1%,0%,-3%,-1%
CCCCOC(=O)c1ccc(Nc2ncnc3nc[nH]c23)cc1,22%,1.6%,-23%,0.77,-0.18,0.52,0.33,3%,-0.1%,3%,-34%,6%
CCOC(=O)c1ccc(Nc2cc(C)nc(-c3ccccc3)n2)cc1,17%,1.3%,-27%,·,·,·,·,-58%,0.0%,·,-6%,·
COC(=O)C1=C(C)OC(N)=C(C#N)C1c1cc(C)sc1C (centres undefined),-6%,-5.5%,-6%,0.37,0.76,0.66,-0.22,-4%,-0.1%,-6%,20%,-1%
CC(C)[C@H](NS(=O)(=O)/C=C/c1ccccc1)C(=O)OCC(=O)NC(N)=O,10%,-1.2%,-5%,1.1,-0.65,0.44,-1.1,4%,-0.1%,·,0%,·
Cc1nc(N2CCCCC2)c2ccsc2n1,-5%,-5.7%,27%,0.43,0.038,0.28,0.45,-5%,-0.2%,3%,26%,-12%
O=C(CN1C(=O)NC2(CCCC2)C1=O)Nc1ccc(Cl)c(C(F)(F)F)c1,-2%,-4.9%,7%,·,·,·,·,-17%,-0.2%,·,-8%,·
Cc1cc(C)nc(Sc2ccc(/C=C(\C#N)C(N)=O)o2)n1,-26%,0.0%,10%,1.3,-0.18,0.89,-1.5,-14%,0.8%,12%,-28%,5%
CCCc1cc(=O)oc2cc(C)cc(OC(C)C(=O)NCCCN3CCOCC3)c12 (centres undefined),27%,-5.9%,8%,·,·,·,·,-3%,0.2%,·,-2%,·
Cc1ccc(C)c(C(=O)CSc2nnnn2-c2cccnc2)c1,41%,-4.1%,5%,-0.19,-0.049,-0.095,0.24,24%,-0.1%,1%,-8%,2%
Cc1ccc(-n2nc3c(=O)n(C(C)C(=O)NCc4ccc(Cl)cc4)nc(C)c3c2C)cc1 (centres undefined),-5%,-0.5%,39%,·,·,·,·,-12%,-0.2%,·,27%,·
CCOC(=O)c1sc(NC(=O)C(C)Sc2nnc(N)s2)nc1C (centres undefined),0%,·,-5%,0.39,-0.33,0.23,0.86,6%,-0.2%,-3%,-13%,2%
CCOc1cccc2cc(C(=O)NC(C)c3ccccc3)c(=N)oc12 (centres undefined),7%,4.4%,4%,·,·,·,·,-19%,0.2%,·,-12%,·
Cc1ccc(NC(=O)c2ccc3nc[nH]c3c2)c(O)c1,0%,-0.2%,-54%,-0.81,-0.32,-0.61,0.95,-39%,0.2%,-3%,-21%,-7%
Cc1ncc(CN2CCCC(CCC(=O)NCc3ccc(F)c(F)c3)C2)s1 (centres undefined),-5%,·,3%,-0.37,-0.26,-0.12,0.73,24%[20 µM],-0.1%,-4%,-30%,5%
N#CC(=C1N=c2ccccc2=N1)c1c(O)[nH]c2ccccc12,2%,-3.0%,-5%,-1,-0.18,-0.13,0.44,-34%,-0.1%,6%,20%,2%
O=C(/C=C/c1ccc(OCCCF)cc1)NCc1ccc(Cl)cc1,32%,2.3%,-4%,-0.2,-0.16,-0.21,0.11,0%,-0.3%,15%,-9%,0%
CC(=O)Nc1ccc(NC(=O)C(C)OC(=O)c2ccccc2C(=O)c2ccc(Cl)c([N+](=O)[O-])c2)cc1 (centres undefined),8%,-3.9%,41%,-0.84,-0.28,-0.63,0.55,8.2µM*,0.6%,-2%,63%,8%
COc1cc(C2C3=C(CCCC3=O)Nc3ccc4ncccc4c32)ccc1O (centres undefined),-19%,0.5%,-1%,-0.75,-0.16,0.081,0.99,8%,0.0%,-1%,-14%,-2%

# Screening results from PubChem BioAssay.

# These rows are one share of the data. The share of hits here may be higher or lower than overall.
